GRP78 ERSR act: qHTS for Inducers of the Endoplasmic Reticulum Stress Response (ERSR) in Human Glioma: qHTS. Potency, µM, without a hit: at the top dose activation, actives largely listed as activators. 0.02% of 420,000 active. U87-MG GRP78 promoter luciferase reporter, 16 h; also: potency is read from the fitted curve at half-maximal effect; series mostly up to about 76 µM; % of control where 0% means no effect; nearly all actives have a fitted effect of over 35% in size
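Stably transfected U87-MG human glioma cells carrying a GRP78-based luminescent sensor were seeded at 1000 cells/well, pin-dosed with compounds and incubated 16 h. Luciferase reagent was then added, and end-point luminescence was read after 10 min at room temperature.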
Pol beta inh: qHTS Assay for Inhibitors of DNA Polymerase Beta | P06746 | Pol beta primer extension/strand displacement, fluorescence kinetic | Potency, µM (highest dose often 114 µM), for the others: at the highest dose activity change, negative = inhibition, hits mostly inhibitors | 1.3% of 340,000 active; also: potency is read from the fitted curve at half-maximal effect; % is scaled to controls: 0 for no effect and ±100 for the full control effect
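Enzyme-only controls used 10 nM Pol beta; buffer lacking enzyme served as negative control. Compound preincubated 15 min, then 50 nM substrate added; 0 and 10 min reads at room temperature.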
APEX1 inh: qHTS Assay for Inhibitors of the Human Apurinic/apyrimidinic Endonuclease 1 (APE1). recombinant APE1, TAMRA/BHQ-2 abasic DNA cleavage fluorescence. Potency, µM (series often up to 65.8 µM), for inactives: at the top dose activity change, negative = inhibition, usual class: inhibitors. 0.35% of 350,000 active;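 also: potency is read from the fitted curve at half-maximal effect; plate controls were vehicle for no effect and reference inhibitor for full effect; nearly all actives have a fitted effect of over 55% in size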
Target sequence (P27695 whole entry, looked up): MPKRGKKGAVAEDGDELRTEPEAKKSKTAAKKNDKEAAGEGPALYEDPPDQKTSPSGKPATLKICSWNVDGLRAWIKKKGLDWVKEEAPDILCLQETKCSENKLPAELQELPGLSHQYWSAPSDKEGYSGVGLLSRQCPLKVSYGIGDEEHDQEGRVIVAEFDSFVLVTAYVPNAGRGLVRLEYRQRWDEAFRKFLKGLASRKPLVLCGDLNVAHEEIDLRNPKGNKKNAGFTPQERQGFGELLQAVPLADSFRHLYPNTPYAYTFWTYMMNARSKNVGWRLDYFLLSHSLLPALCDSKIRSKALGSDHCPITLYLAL
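APE1 at 0.75 nM final was preincubated with compound 15 min at room temperature, then 50 nM double-stranded THF abasic-site substrate (5'-TAMRA/3'-BHQ-2) was added. Fluorescence (ex 525/em 598 nm) was read kinetically; third-minus-first read gave activity.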
Apoferritin bind: qHTS Assay for Identification of Novel General Anesthetics; apoferritin/1-aminoanthracene competitive binding, fluorescence; Potency, µM (series often up to 77.5 µM), for inactives: at the top dose activity change, negative = displacement, most hits filed as inhibitors; 0.074% of 350,000 active; also: potency is read from the fitted curve at half-maximal effect; % is scaled to controls: 0 for no effect and ±100 for the full control effect; nearly all actives have a fitted effect of over 20% in size
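Read-out: endpoint 1-AMA fluorescence, excitation 380 nm and emission 535 nm, after compounds sit 10 min at room temperature with 10 uM horse-spleen apoferritin in 50% saturated 1-AMA/PBS. Values come from four-parameter Hill fits.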
POLK inh: qHTS for Inhibitors of Polymerase Kappa. DNA polymerase kappa (Homo sapiens), Q9UBT6. purified Pol kappa, fluorescent DNA synthesis assay, 10 min. Potency, µM (doses to about 107 µM), for the others: at the top dose activity, negative = inhibition, most hits filed as inhibitors. 0.53% of 400,000 active; also: potency is read from the fitted curve at half-maximal effect; % is scaled to controls: 0 for no effect and ±100 for the full control effect
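Pol kappa 10 nM + cpd, 15 min RT; start w/ substrate 50 nM final; fluorescence kinetic read, 0 and 10 min. Neg ctrl: buffer, no enzyme.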
Pol eta inh: qHTS for Inhibitors of Polymerase Eta; DNA polymerase eta (Homo sapiens), Q9Y253; recombinant Pol eta, fluorescent DNA replication assay; Potency, µM (series often up to 114 µM), without a hit: top-dose activity change, negative = inhibition, most hits filed as inhibitors; 1.2% of 390,000 active; also: potency is read from the fitted curve at half-maximal effect; % is scaled to controls: 0 for no effect and ±100 for the full control effect
Target sequence (Q9Y253 whole entry, looked up): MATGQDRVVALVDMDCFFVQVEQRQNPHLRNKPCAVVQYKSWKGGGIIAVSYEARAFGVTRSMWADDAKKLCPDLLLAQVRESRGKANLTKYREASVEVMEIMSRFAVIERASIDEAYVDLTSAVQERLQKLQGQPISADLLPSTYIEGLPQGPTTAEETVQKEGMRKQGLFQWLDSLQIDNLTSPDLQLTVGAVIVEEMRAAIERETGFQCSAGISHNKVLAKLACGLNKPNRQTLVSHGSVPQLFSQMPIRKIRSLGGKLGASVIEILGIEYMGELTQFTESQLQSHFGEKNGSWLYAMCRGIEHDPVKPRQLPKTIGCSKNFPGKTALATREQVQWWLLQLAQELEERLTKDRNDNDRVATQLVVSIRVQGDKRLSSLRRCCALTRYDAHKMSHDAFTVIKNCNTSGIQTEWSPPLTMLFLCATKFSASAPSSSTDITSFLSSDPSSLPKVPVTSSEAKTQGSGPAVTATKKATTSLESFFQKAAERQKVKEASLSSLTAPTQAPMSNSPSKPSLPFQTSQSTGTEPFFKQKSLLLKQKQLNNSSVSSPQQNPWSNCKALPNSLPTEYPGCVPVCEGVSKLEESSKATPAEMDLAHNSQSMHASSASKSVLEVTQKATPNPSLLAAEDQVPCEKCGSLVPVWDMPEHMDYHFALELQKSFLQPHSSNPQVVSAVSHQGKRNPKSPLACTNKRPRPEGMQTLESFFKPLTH
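Pol eta at 10 nM preincubated with compounds 15 min at room temperature; reaction started with fluorescent substrate (50 nM final) and read kinetically at 0 and 10 min.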
LDHA block: qHTS assay for inhibitors of human lactate dehydrogenase. L-lactate dehydrogenase A chain (Homo sapiens), P00338. purified LDHA, NADH/diaphorase-resazurin fluorescence; stronger effect = lower value. activity change, % (values are at about 110 or 230 µM). 0.15% of 480,000 active; in the data active = activity change below about -30%; inconclusive = mostly about -25% to -30%;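 also: plate controls were DMSO wells for no effect and wells without enzyme for full effect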
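LDH5 2 nM; NADH 0.06 mM, pyruvate 0.2 mM; 200 mM Tris pH 7.4, EDTA, Tween-20; 5 min RT. Detection: diaphorase 0.133 mg/mL + resazurin 37 µM, fluorescence ex540/em590 at 0 and 20 min; normalized to enzyme-free and DMSO wells.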
BLM inh: qHTS Assay for Inhibitors of Bloom's syndrome helicase (BLM); RecQ-like DNA helicase BLM (Homo sapiens), P54132; recombinant BLM DNA unwinding, fluorescence dequenching; Potency, µM (series often up to 56.1 µM), without a hit: at the top dose activity change, negative = inhibition, hits mostly inhibitors; 0.2% of 350,000 active; AID 2528, 2010;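 also: potency is read from the fitted curve at half-maximal effect; plate controls were vehicle for no effect and no enzyme for full effect; nearly all actives have a fitted effect of over 35% in size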
Pol iota inh: qHTS for Inhibitors of Polymerase Iota. AID 588590, 2011. Pol iota fluorescent replication assay, 10 min. DNA polymerase iota (Homo sapiens), Q9UNA4. 1% of 390,000 active. Potency, µM (top dose mostly 115 µM), inactives show top-dose activity, negative = inhibition, usual class: inhibitors; also: potency is read from the fitted curve at half-maximal effect
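Pol iota at 10 nM preincubated 15 min with compounds at room temperature; reaction started with fluorescent substrate, 50 nM final. Fluorescence read kinetically at 0 and 10 min; buffer-only wells as negative control.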
* marks the source's active call; other numbers are inactive results; ? = inconclusive; · = no result given; & = joins results of further samples; [ ] = another dose, or the depositor's remark. Unless noted, calls follow the shape of the dose curve; as a rule, active = well fitted curve in the direction sought with a large enough effect; inconclusive = small, poorly fitted or top-dose-only effect, or another doubt; inactive = no such curve, though single readings can be large; an effect the other way counts as inactive or inconclusive. A portion of the library; count on the stated rates, not on these rows.

SMILES | GRP78 ERSR act | Pol beta inh | APEX1 inh | Apoferritin bind | POLK inh | Pol eta inh | LDHA block | BLM inh | Pol iota inh
COc1ccc2c(CC(=O)OCC(=O)Nc3ccccc3[N+](=O)[O-])coc2c1 | 1% | -6% | -5% | -18% | 5% | -16% | 2 | -5% | -22%
Cc1cc(C)cc(C(=O)N(CCc2ccccc2)C2=CC3CCC(C2)N3C)c1 (stereo unspecified) | -1% | -3% | 0% | -5% | 11% | 5% | 2 | -3% | 0%
Cc1cc2c(cc1S(N)(=O)=O)S(=O)(=O)CCC2 | 0%&-1% | · | 2% | -5%[29.3 µM] | 0% | -15% | -11 | -1%[21.4 µM] | 4%
COc1cccc(NC(=O)c2oc3ccccc3c2NC(=O)c2ccccc2C)c1 | 1% | 16% | · | 57%[activator] | -18% | -8% | -4 | -7% | -5%
COc1ccccc1Nc1ncccc1C(=O)O | 4% | 2% | -5% | -4% | -4% | ? | -2 | 0% | -3%
CCc1cccc(N(C(=O)c2csnn2)C(C(=O)NC2CCCC2)c2cccnc2)c1 (stereo unspecified) | -5% | -1% | 9% | -8% | -5% | -3% | -1 | -2% | 8%
COc1ccc(-c2noc(=O)[nH]2)cc1 | -2% | 4% | -2% | -8% | -3% | -24% | -8 | 1% | 6%
Cc1n[nH]c(=S)n1/N=C/c1ccc(OCc2ccc(Cl)cc2)cc1 | 4% | 15% | -4% | -19% | 3% | -14% | -3 | -7% | 0%
CNC(=O)CSc1nc2cccnc2n1C1CCCCC1 | 0% | 0% | -8% | 1% | 3% | -14% | -1 | 0% | 7%
CCN(C(=O)CSc1nncs1)c1c(N)n(Cc2ccccc2)c(=O)[nH]c1=O | -5% | 0% | 4% | -5% | 6% | -3% | 1 | 0% | -9%
COCCCNC(=S)Nc1ccc(N2CCCCC2)cc1 | 3% | 3% | 9% | -9% | -6% | -7% | -2 | -1% | ?
Cc1cc(=O)oc2c(C)c(OCC(=O)NC3CC(C)(C)NC(C)(C)C3)ccc12 | -6% | 20% | -17% | -3% | -11% | -14% | -3 | 6% | 16%
CCN(CCCNC(=O)C1CCC(=O)N1C1CCCC1)c1cccc(C)c1 (stereo unspecified) | -4% | 36% | 1% | -10% | -17% | 1% | 4 | -2% | 2%
O=[N+]([O-])c1ccc2nc(-c3ccc(OC(F)F)cc3)cn2c1 | -4% | 8% | -5% | -4% | -5% | -4% | -5 | -6% | 109%[activator]
CCCc1cc(=O)oc2cc(C)cc(OCC(=O)NC3CC3)c12 | 1% | 100% | 11% | -10% | -2% | 1% | -12&5 | 1% | -7%
O=C(c1ccc2c(c1)[nH]c(=S)n1c3ccccc3nc21)N1CCN(c2ncccn2)CC1 | -3% | -1% | 5% | -9% | 5% | -6% | 1 | -1% | 2%
O=C1C(Cc2ccccc2)Nc2ncnc(N3CCOCC3)c2N1Cc1ccc(Br)cc1 (stereo unspecified) | -1%&2% | · | 11% | · | ? | -20% | 1&-6 | · | ?
Nc1ccc(S(=O)(=O)N2CCCC2)cc1 | -1% | 52% | 0% | -4% | 5% | -2% | -9 | -1% | 5%
CCOc1ccc(NC(=O)C(C)n2c(=O)cc(-c3ccccc3)c3c(C)nn(C)c32)cc1 (stereo unspecified) | -5% | 19% | · | -4% | 1% | -9% | -4 | 2% | 14%
O=C(O)CSCc1cnn(-c2ccccc2)c1-n1cccc1 | -5% | 27% | 15% | ? | -14% | -1% | 6 | -12% | ?
CCc1ccc(CN(C)C(=O)C2CCC(=O)N(CCc3ccc(OC)cc3)C2)nc1 (stereo unspecified) | -1% | 44% | 10% | -3% | -2% | 4% | -14 | -2% | 25%
COc1ccc(C2CC(=O)c3cc(OC)c(OC)cc32)cc1OC (stereo unspecified) | -1% | 1% | 0% | -8% | -13% | 1% | -5 | -1% | 130%[activator]
COc1ccc(-c2nnc3n2N=C(c2ccccc2)CS3)cc1OC | · | 3% | 1% | -8% | · | · | · | 1% | ·
O=C(Nc1nc2c(F)cccc2s1)c1ccc([N+](=O)[O-])o1 | 5% | 6% | 6% | -5% | -19% | 5% | -10 | -6% | -28%
CC(=O)c1ccc(NC(=O)C(C)Sc2nnc(C3CCCCC3)o2)cc1 (stereo unspecified) | · | -29% | 44% | ? | · | · | · | -4% | ·
CCOC(=O)C1C(=O)CC(C)(O)C(C(=O)OCC)C1/C=C/c1ccccc1 (stereo unspecified) | -3% | -8% | -7% | -2% | 0% | 2% | -9 | -5% | 24%
CCc1ccc(N/C(SCc2cccc(F)c2)=C(/C#N)C(=O)NCc2ccco2)cc1 | -3% | 24% | 1% | -22% | -8% | -17% | 1 | -5% | -15%[58.9 µM]
Cc1ccc(S(=O)(=O)Nc2cncnc2NS(=O)(=O)c2ccc(C)cc2)cc1 | -5% | · | · | · | -1% | -12% | -4 | · | 10%
CC(Sc1nnc(-c2ccco2)n1C)C(=O)Nc1ccc(N2CCOCC2)cc1 (stereo unspecified) | 1% | · | -10% | · | -5% | -12% | -8 | · | 26%
Cc1cccc(C)c1NC(=O)CN(C)C(=O)c1ccc2c(=O)n3c(nc2c1)CCC3 | -4% | · | 8% | · | -3% | -9% | -9 | · | -21%
CSc1nnc(N2C(=O)C(O)=C(C(=O)c3ccco3)C2c2cccc(Cl)c2)s1 (stereo unspecified) | -12% | 3% | -9% | 1% | -6% | -9% | -9 | -3% | -17%
Cc1cc(C)c2c(-n3cccc3)c(C(=O)NNS(=O)(=O)c3ccccc3)sc2n1 | -5% | 1% | -6% | -18% | -7% | 1% | 1 | -3% | -18%
COC(=O)c1ccc(Cn2nnc3sc4c(c3c2=O)CCC(C)C4)cc1 (stereo unspecified) | 1% | 2% | · | -11% | 4% | -8% | -4 | -5% | 15%
CSc1ccc(NC(=O)NCc2ccccc2)cc1 | -3% | 0% | 2% | 0% | -6% | 4% | -8 | -2% | 120%[activator]
CC1CCN(S(=O)(=O)c2ccc3c(c2)oc(=O)n3CC(=O)NCc2ccc(F)cc2)CC1 | -4% | 0% | · | ? | -17% | -8% | -3 | -5% | 12%
Cc1ccc(-n2nc3c(=O)n(CC(=O)NCc4cccs4)nc(C)c3c2C)cc1 | -3% | 50%[activator] | 6% | -13% | -1% | -11% | -5 | -2% | 24%
O=C(NCCS(=O)(=O)NC1CCCCC1)c1ccccc1 | -1% | · | 7% | · | 1% | -4% | -8 | · | 8%
O=C(O)C1CCCN1S(=O)(=O)c1ccc2c(c1)CCC2 (stereo unspecified) | -4% | 8% | -2% | -7% | 1% | -1% | 10 | -4% | 50%[activator]
Cc1[nH]c2ccccc2c1SCC(=O)N1CCN(c2ccccc2)CC1 | -5% | 0% | 1% | -10% | 4% | -15% | -2 | -4% | 28%
COc1ccc2c(c1)C(c1ccccc1)NC(=O)C2 (stereo unspecified) | -1% | · | -4% | · | -8% | 1% | 0 | · | -8%
COc1ccc(NC(=O)C(NC(=O)C2CCC(C)CC2)C(C)C)cc1 (stereo unspecified) | -2% | 48% | · | -3% | -17% | -11% | -10 | -1% | 26%
COC(=O)CCC(=O)Nc1nccs1 | 14% | -2% | 1% | 1% | 3% | 6% | -13 | -2% | 110%[activator]
CC(C(=O)NC1CCCC1)N(c1ccc(Oc2ccccc2)cc1)S(C)(=O)=O (stereo unspecified) | 3% | 16% | 8% | -9% | 6% | -9% | 1 | -7% | 90%[activator]
CCOc1ccc(CNC(=O)C2CCCN(S(C)(=O)=O)C2)cc1OC (stereo unspecified) | -4% | -20% | 4% | 0% | -5% | -3% | -2 | 1% | -23%
COc1ccc(NC(=O)Nc2ccon2)cc1OC | 3% | 25% | 4% | -2% | -5% | -28% | 1 | -3% | 19%
CCCCn1c(-c2nn(C)cc2Cl)n[nH]c1=S | -1% | 14% | 1% | -22% | -4% | 3% | -5 | -2% | 8%
CCN(CC(=O)Nc1c(F)cccc1F)C(=O)CCc1nc2cc(S(=O)(=O)N3CCOCC3)ccc2n1C | -6% | · | 10% | · | -8% | 0% | 1 | · | 32%[activator]
CC(=O)Nc1ccc(SCC(=O)Nc2oc(C)c3c(C)n[nH]c(=O)c23)cc1 | 0% | · | 20% | · | -3% | 11% | -2 | · | 62%[activator]
COc1ccc(C(=S)N2CCN(c3ccccc3C)CC2)cc1OC | -5% | · | · | · | -10% | -25% | -5 | · | 71%[activator]
Cc1cc(SCC(=O)NCc2ccc(F)cc2)nc(=O)[nH]1 | -1% | 1% | · | -4% | -5%[60.1 µM] | -14% | 3 | -3% | 28%
Cc1ccc2nc(COC(=O)c3cnccn3)cc(=O)n2c1 | -2% | · | 15% | · | -3% | -7% | -1 | · | ?
CCc1ccc(S(=O)(=O)Nc2cc3c(cc2N2CCOCC2)n(C)c(=O)c(=O)n3C)cc1 | 3%&-2% | 22%&-2% | -14% | -7%&-30% | 0%&-12% | 2%&-8% | 0&3 | 5%&-11% | 29%&5%
COc1ccc(NC(=O)c2cccc(N3C(=O)C4C5CCC(C5)C4C3=O)c2)cc1 (stereo unspecified) | 0% | -15% | 24% | ? | 1% | -20% | -4 | -1% | 25%

Full records from above. Values in the order: GRP78 ERSR act, Pol beta inh, APEX1 inh, Apoferritin bind, POLK inh, Pol eta inh, LDHA block, BLM inh, Pol iota inh
Profile of `COc1ccc(NC(=O)c2cccc(N3C(=O)C4C5CCC(C5)C4C3=O)c2)cc1` (stereo unspecified) : 0%, -15%, 24%, ?, 1%, -20%, -4, -1%, 25%
Profile of `Cc1cc(SCC(=O)NCc2ccc(F)cc2)nc(=O)[nH]1` : -1%, 1%, ·, -4%, -5%[60.1 µM], -14%, 3, -3%, 28%

Source: PubChem (National Center for Advancing Translational Sciences (NCATS))
